Pol kappa inh: qHTS for Inhibitors of Polymerase Kappa | DNA polymerase kappa (Homo sapiens), Q9UBT6 | purified Pol kappa, fluorescent DNA synthesis assay, 10 min | Potency, µM (doses to about 107 µM), for inactives: at the highest dose activity, negative = inhibition, usual class: inhibitors | 400,000 compounds, 0.53% hits; further: potency means the concentration at half of the fitted maximal effect; on the % scale 0 is the no-effect control and ±100 the full control effect
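50 nM final substrate added after 15 min RT preincubation of 10 nM Pol kappa with compound; fluorescence read at 0 and 10 min.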
Anesthetic bind: qHTS Assay for Identification of Novel General Anesthetics. Ferritin light chain (Equus caballus), P02791. apoferritin/1-aminoanthracene competitive binding, fluorescence. Potency, µM (titrated, usually from 77.5 µM), inactives show at the top dose activity change, negative = displacement, usual class: inhibitors. 350,000 compounds, 0.074% hits. AID 485281, 2010; further: potency means the concentration at half of the fitted maximal effect; on the % scale 0 is the no-effect control and ±100 the full control effect; nearly all actives have a fitted effect of over 20% in size
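Read-out: endpoint 1-AMA fluorescence, excitation 380 nm and emission 535 nm, after compounds sit 10 min at room temperature with 10 uM horse-spleen apoferritin in 50% saturated 1-AMA/PBS. Values come from four-parameter Hill fits.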
Pol iota inh: qHTS for Inhibitors of Polymerase Iota. DNA polymerase iota (Homo sapiens), Q9UNA4. Potency, µM (highest dose often 115 µM), inactives show top-dose activity, negative = inhibition, hits mostly inhibitors. Pol iota fluorescent replication assay, 10 min. AID 588590, 2011. 390,000 compounds, 1% hits; further: potency means the concentration at half of the fitted maximal effect
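Pol iota at 10 nM preincubated 15 min with compounds at room temperature; reaction started with fluorescent substrate, 50 nM final. Fluorescence read kinetically at 0 and 10 min; buffer-only wells as negative control.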
12-LOX inh: Primary qHTS assay for inhibitors of human arachidonate 12S-lipoxygenase (ALOX12): Round 2. Polyunsaturated fatty acid lipoxygenase ALOX12 (Homo sapiens), P18054. purified 12hLO, xylenol orange hydroperoxide absorbance. 580,000 compounds, 1.1% hits. Potency, µM (top dose mostly 108 µM), for inactives: top-dose activity change, negative = inhibition, most hits filed as inhibitors; further: potency means the concentration at half of the fitted maximal effect; on the % scale 0 is the no-effect control and ±100 the full control effect
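Purified human 12hLO at 150 nM in 25 mM Hepes, 0.01% Triton X-100, pH 7.0, preincubated 15 min at room temperature with compound. Reaction started with 40 uM arachidonic acid, 30 min at room temperature. Hydroperoxide measured by Fe-xylenol orange, 573/405 nm absorbance ratio.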
BLM inh: qHTS Assay for Inhibitors of Bloom's syndrome helicase (BLM) | recombinant BLM DNA unwinding, fluorescence dequenching | Potency, µM (highest dose often 56.1 µM), inactives show at the highest dose activity change, negative = inhibition, hits mostly inhibitors | 350,000 compounds, 0.2% hits;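 further: potency means the concentration at half of the fitted maximal effect; plate controls were vehicle for no effect and no enzyme for full effect; nearly all actives have a fitted effect of over 35% in size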
Pol beta inh: qHTS Assay for Inhibitors of DNA Polymerase Beta; P06746; Pol beta primer extension/strand displacement, fluorescence kinetic; Potency, µM (doses to about 114 µM), inactives show at the top dose activity change, negative = inhibition, actives largely listed as inhibitors; 340,000 compounds, 1.3% hits; AID 485314, 2010; further: potency means the concentration at half of the fitted maximal effect; on the % scale 0 is the no-effect control and ±100 the full control effect
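Human Pol beta at 10 nM; strand-displacement substrate 50 nM final. Compound exposure 15 min at room temperature before start, reaction 10 min at room temperature.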
ERG Ets-DNA blk: qHTS for Small Molecule Inhibitors of the ERG Ets/DNA interaction; Transcriptional regulator ERG (Homo sapiens), P11308; fluorescence polarization, His-ERG Ets domain / labelled DNA; Potency, µM (highest dose often 76.9 µM), inactives show at the highest dose FP activity, negative = inhibition, most hits filed as inhibitors; 370,000 compounds, 0.028% hits; AID 624246, 2012; active means well fitted inhibition curve with a large enough effect in the polarisation, with a control signal flat; inconclusive means small, poorly fitted or top-dose-only effect, or effect the other way, or a change in a side signal; inactive means no such curve, though single readings can be large or run the other way; the % refers to the polarisation;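 further: polarization taken with two DNA probes labelled with fluorescein and Texas red; potency means the concentration at half of the fitted maximal effect; % of control where 0% means no effect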
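His-tagged ERG Ets domain (1 uM in the protein solution; 300mM KCl, 50mM Tris-HCl, 1mM EDTA, 1mM DTT, pH 7.5) received compound, then a probe mix of 5 nM fluorescein-DNA and 100nM Texas-615-DNA. Fluorescence polarization was read for both dyes.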
TRHR agonist: qHTS for Small Molecule Agonists and Allosteric Enhancers of Human TRH Receptor: Primary Screen for Agonists. Thyrotropin-releasing hormone receptor (Homo sapiens), P34981. TRHR cells, calcium flux fluo-8, FDSS agonist mode. activation, % at 2 µM. 360,000 compounds, 0.18% hits. AID 493084, 2011; in the data active means activation above about 30%; further: 0% is about no effect
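TRHR-expressing cells, plated overnight in medium with 10% serum, were loaded with fluo-8 calcium dye at room temperature. After a 10 s baseline, library compound was pin-added and calcium release was recorded kinetically (ex 480/em 530) as agonist response.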
APEX1 inh: qHTS Assay for Inhibitors of the Human Apurinic/apyrimidinic Endonuclease 1 (APE1); recombinant APE1, TAMRA/BHQ-2 abasic DNA cleavage fluorescence; 350,000 compounds, 0.35% hits; DNA repair nuclease/redox regulator APEX1 (Homo sapiens), P27695; Potency, µM (highest dose often 65.8 µM), for inactives: at the highest dose activity change, negative = inhibition, most hits filed as inhibitors;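 further: potency means the concentration at half of the fitted maximal effect; plate controls were vehicle for no effect and reference inhibitor for full effect; nearly all actives have a fitted effect of over 55% in size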
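Kinetic fluorescence read (525 ex/598 em nm, three reads 60 s apart) of AP-site incision; signal = third minus first read. Enzyme 0.75 nM, dual-labelled THF duplex 50 nM, compound preincubation 15 min RT.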
Active calls of the source: *; i = inactive; ? = inconclusive; . = not tested or not shown; [ ] = another dose, or the depositor's remark. Unless noted, the call rests on the fitted dose curve; in most records, active means well fitted curve in the direction sought with a large enough effect; inconclusive means small, poorly fitted or top-dose-only effect, or another doubt; inactive means no such curve, though single readings can be large; an effect the other way counts as inactive or inconclusive. Some of the compounds tested; count on the stated rates, not on these rows.

| ERG Ets-DNA blk | Pol iota inh | APEX1 inh | TRHR agonist | BLM inh | Pol beta inh | Anesthetic bind | 12-LOX inh | Pol kappa inh | molecule |
| --- | --- | --- | --- | --- | --- | --- | --- | --- | --- |
| 6% | 22% | 17% | -0.6 | -5% | 18% | 1% | 10% | 3% | CCOC(=O)c1c(SCC(=O)Nc2nc(C)cs2)nc(=O)[nH]c1C |
| -19% | 7% | 12% | 0.5 | -10% | 6% | ? | ? | 0% | Cc1c(C(=O)N2CCC(C)CC2)oc2ccc3c(c12)C(O)CC1(CCCCC1)O3 (stereo not drawn) |
| 13% | -5% | 0% | 0.5 | -6% | 2% | -11% | -12% | -15% | COc1cccc2cc(-c3nnc(-c4ccccc4)o3)c(=O)oc12 |
| 5% | 8% | -3% | 0.5 | . | . | . | 18µM* | 6% | CCCCCCSc1ccc([C@@H]2[C@@H]3C(=O)N(CC)C(=O)[C@@H]3[C@]3(C(=O)OC)CCCCN23)cc1OC |
| 1% | 66%[activator] | 53%[activator] | . | . | . | . | 5% | -16% | Cc1ccc(NC(=O)COC(=O)c2ccc(-n3nc(C)cc3C)cc2)c(F)c1 |
| -1% | -1%[58.9 µM] | 18% | 1.0 | 0% | -13% | -7% | -2% | -1% | COc1ccc(NC(=S)NNC(=O)c2ccccc2OC(F)F)cc1 |
| -13% | ? | -8% | 0.6 | -5% | ? | -7% | ? | 1% | O=S(=O)(N/N=C/c1cccnc1)c1ccc(Cl)c(Cl)c1 |
| -6% | -30% | 3% | 0.3 | -3% | -1% | -16% | 8% | -4% | CCn1c(SCC(=O)N2CCCC2)nc2c1c(=O)n(C)c(=O)n2C |
| 1% | 99%[activator] | 8% | -1.5 | -1% | -4% | -10% | ? | 0% | COc1cccc(CNC(C)C(=O)Nc2ccc3c(c2)OCCO3)c1 (stereo not drawn) |
| -4% | 9% | 4% | -0.9 | -4% | -22% | -5% | 12% | -11% | COc1ccc(-c2nn(-c3ccccc3)cc2C(=O)NCC2CCCO2)cc1 (stereo not drawn) |
| -1% | 5% | . | 0.1 | 1% | 50% | -7% | -11% | -7% | CCCCNc1nc(Oc2ccc(=O)[nH]n2)nc(N(C)C)n1 |
| 2% | ? | -4% | -0.4 | . | . | . | -4% | -3% | CCCCOc1ccc(C(=O)NCC(=O)NCCOc2ccccc2OC)cc1 |
| -5% | 11% | . | 0.5 | -9% | 0% | -8% | 2% | 1% | N#Cc1nc(-c2ccc(COc3ccccc3)o2)oc1NCc1cccnc1 |
| -5% | -1% | 2% | 0.3 | -7% | 3% | 0% | 1% | -5% | CCOC(=O)c1c(-c2ccc(OC)cc2)csc1NC(=O)CNCc1ccco1 |
| 2% | -8% | -1% | -0.5 | -3% | 1% | -7% | ? | -2% | S=c1[nH]nc(-c2ccc(Cl)cc2Cl)n1Cc1ccccc1 |
| 14% | -15% | 1% | 0.0 | -2% | -15% | 6% | -10% | 3% | O=C(Cn1cncn1)NCc1cccc(OC(F)F)c1 |
| -9% | -9% | 5% | 0.5 | 8% | -8% | -11% | 58%[activator] | -22% | CCN(CC)CCN(C(=O)C1=COCCO1)c1nc2ccc(C)cc2s1 |
| -8% | 10% | . | -0.1 | 4% | 5% | -13% | -19% | -9%[60.1 µM] | Cc1ccc(-c2nc(C)c(CCNC(=O)C(=O)Nc3ccc4c(c3)OCO4)s2)cc1 |
| -1% | 121%[activator] | -4% | -0.2 | -7% | 5% | -4% | 0% | -12% | COc1ccc(C(=O)N2CCc3cc(OC)c(OC)cc3C2c2ccc(OC)c(OC)c2)cc1OC (stereo not drawn) |
| 2% | 29% | . | 0.0 | 3% | -9% | -8% | -14% | 0%[60.1 µM] | CCN(CC)S(=O)(=O)c1ccc2oc(C(=O)Nc3ccc(Br)cc3F)c(C)c2c1 |
| 5% | 10% | 12% | -1.1 | -3% | 25% | -23% | . | -7% | CCN(Cc1ccncc1)C(=O)c1cc(COc2ccc(OC)cc2Cl)on1 |
| 5% | 12% | 10% | -0.6 | 1% | 17% | 5% | ? | -12% | c1ccc2c(c1)CCN(c1nc3cc4c(cc3s1)OCCO4)C2 |
| 1% | -14% | 0% | 0.5 | -3% | -24% | -5% | 19% | 0% | Cc1cccc2sc(NC(=O)CSc3cn[nH]n3)nc12 |
| -5% | -16% | . | . | . | . | . | -15% | -20% | O=C1C=CC(=O)N1c1ccc(Nc2ccccc2)cc1 |
| ? | 6% | 4% | 0.5 | 0% | 12% | -4% | 8% | 7% | CCN(CC)C(=O)C1CC(=O)OC12CCCCC2 (stereo not drawn) |
| 0% | -7%[58.9 µM] | 1% | 0.3 | -3% | -13% | -3% | i | -9% | COc1cc2c(cc1OC)C(c1ccccc1N)=NCC2 |
| 11% | ? | -5% | 0.0 | -3% | ? | 1% | 102%[activator] | -21% | O=C1NNC(=O)C1c1ccccc1 |
| 2% | 1% | 94%[activator] | -1.3 | -5% | 4% | -23% | -4% | -5% | Cc1ccc(C)c(N2CCN(C(=O)CCS(=O)(=O)c3ccc4c(c3)NC(=O)CO4)CC2)c1 |
| 12% | 8% | 3% | 0.5 | -1% | ? | -7% | 20% | -1% | COc1ccc(-n2c(SCC(=O)Nc3ccc4c(c3)OCO4)nc3c(c2=O)SCC3)cc1 |
| 0% | 12% | -2% | 2.1 | -3% | 20% | 5% | -17% | -13% | CC1(C)CC(c2nc(-c3ccc(Cl)cc3)cs2)CCS1 (stereo not drawn) |
| 0% | 30% | -2% | -0.1 | 2% | -9% | -2% | -16% | 0% | NC(=O)C1CCN(C(=O)CCSc2ccc(Cl)cc2)CC1 |
| -8% | 7% | . | 0.3 | -18% | -32% | ? | 0% | -14% | C=Cc1ccc(Cn2c(=O)n(-c3cccc(Cl)c3)c(=O)c3c4c(sc32)CN(C(C)=O)CC4)cc1 |
| -1% | -6% | -11% | 0.0 | -5% | 5% | -5% | -9% | -7% | O=C(CSc1nc2ccc(Cl)cc2[nH]1)NCCc1ccc(Cl)cc1 |
| 0% | 8% | 9% | 1.3 | 1% | -1% | -2% | 24% | 12% | CSCC(C)N1CCC(n2nccc2NC(=O)CCCc2ccccc2)CC1 (stereo not drawn) |
| -1% | -16% | . | -2.5 | -6% | 6% | -10% | -27% | -9% | COc1ccccc1CNC(=O)CCn1c(=O)c2ccccc2n(CC(=O)Nc2cccc(Cl)c2)c1=O |
| -7% | 29% | 19% | . | -4% | 10% | -17% | 18% | 4% | CCOC(=O)C(NC(=O)c1ccc(Cl)cc1Cl)(Nc1ccc(C)cc1)C(F)(F)F (stereo not drawn) |

5 of these compounds, reformatted.
compound | ERG Ets-DNA blk | Pol iota inh | APEX1 inh | TRHR agonist | BLM inh | Pol beta inh | Anesthetic bind | 12-LOX inh | Pol kappa inh
CC1(C)CC(c2nc(-c3ccc(Cl)cc3)cs2)CCS1 (stereo not drawn) | 0% | 12% | -2% | 2.1 | -3% | 20% | 5% | -17% | -13%
NC(=O)C1CCN(C(=O)CCSc2ccc(Cl)cc2)CC1 | 0% | 30% | -2% | -0.1 | 2% | -9% | -2% | -16% | 0%
C=Cc1ccc(Cn2c(=O)n(-c3cccc(Cl)c3)c(=O)c3c4c(sc32)CN(C(C)=O)CC4)cc1 | -8% | 7% | . | 0.3 | -18% | -32% | ? | 0% | -14%
O=C(CSc1nc2ccc(Cl)cc2[nH]1)NCCc1ccc(Cl)cc1 | -1% | -6% | -11% | 0.0 | -5% | 5% | -5% | -9% | -7%
CSCC(C)N1CCC(n2nccc2NC(=O)CCCc2ccccc2)CC1 (stereo not drawn) | 0% | 8% | 9% | 1.3 | 1% | -1% | -2% | 24% | 12%

Other records follow:
| ERG Ets-DNA blk | Pol iota inh | APEX1 inh | TRHR agonist | BLM inh | Pol beta inh | Anesthetic bind | 12-LOX inh | Pol kappa inh | molecule |
| --- | --- | --- | --- | --- | --- | --- | --- | --- | --- |
| 6% | 2% | 3% | 0.0 | 2% | 3% | -7% | 3% | -2% | CC1=C(C(=O)OC(C)C)C(c2cccs2)n2ncnc2N1 (stereo not drawn) |
| -14% | 18% | 77% | 1.7 | -4% | -17% | -6% | -30% | 9% | COc1ccc(C(=O)N/C(=C\c2cn(C)c3ccccc23)C(=O)N2CCN(C)CC2)cc1 |
| 1% | 7% | -2% | 0.5 | -12% | 3% | -10% | 0% | -5% | CC(=O)Oc1ccc2ccccc2c1C(NC(=O)Cc1ccccc1)c1ccccc1Cl (stereo not drawn) |
| 10% | 22% | -6% | 0.1 | -5% | 0% | 0% | 358%[activator] | -2% | Cc1cc(-c2ccccc2)nc2oc(C(=O)NN)c(N)c12 |
| -2% | -9% | -9% | 0.8 | -2% | 96% | -7% | 32%[activator] | -6% | O=C(CCCc1ccccc1)N=C1SC2CS(=O)(=O)CC2N1c1ccccc1 (stereo not drawn) |
| -7% | 33%[activator] | -8% | 0.0 | -3% | -16% | 3% | 2% | -1% | CC(C)N1CCC(N2CCN(Cc3ccc(Oc4ncccn4)cc3)CC2CCO)CC1 (stereo not drawn) |
| 8% | -4% | -2% | -1.3 | 3% | -1% | -16% | 4% | -7% | Cc1cc([N+](=O)[O-])nn1Cc1ccc(C(=O)N/N=C/c2ccccc2)cc1 |

Bioassay records (PubChem)
